ASAP1 GAP inh – inhibitors of human ASAP1 ArfGAP activity; ASAP1-stimulated ARF1 GTP hydrolysis, GDP FP detection; Q9ULH1; AID 624377; 360,000 compounds, 0.19% hits; inhibition, % at 16.5 µM; in the data active = inhibition above about 25%;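 note: 0% = vehicle with enzyme and substrate and 100% = no enzyme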
Target sequence (Q9ULH1 325-724 limits assumed): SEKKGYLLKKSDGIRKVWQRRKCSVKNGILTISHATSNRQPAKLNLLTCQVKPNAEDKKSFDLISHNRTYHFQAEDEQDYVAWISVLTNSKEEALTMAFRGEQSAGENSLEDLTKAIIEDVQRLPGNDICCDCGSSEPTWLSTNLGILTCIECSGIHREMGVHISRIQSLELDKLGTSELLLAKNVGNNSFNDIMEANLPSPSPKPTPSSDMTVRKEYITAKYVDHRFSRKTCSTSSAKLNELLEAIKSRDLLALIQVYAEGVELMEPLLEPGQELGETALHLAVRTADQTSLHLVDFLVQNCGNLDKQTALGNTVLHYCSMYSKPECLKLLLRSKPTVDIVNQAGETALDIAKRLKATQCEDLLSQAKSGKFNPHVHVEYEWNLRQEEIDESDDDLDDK
ADAM10 inh – ADAM10 inhibition, QFRET primary screen; O14672; recombinant ADAM10, EDANS/DABCYL FRET peptide cleavage, 3 h; inhibition, % at 7 µM; 370,000 compounds, 0.62% hits; AID 720582;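 active = inhibition above a per-campaign cutoff equal to the mean of compounds falling between control-based bounds plus 3 SD, cut at about 20% in these data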;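 note: 0% = DMSO wells while the 100% control is not disclosed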
KLK7 zymogen act – activates the human kallikrein-7 zymogen. P49862. purified proKLK7, EDANS-DABCYL substrate fluorescence; 100% is mature enzyme control, 0% vehicle. activation, % at 7 µM. 370,000 compounds, 0.9% hits. AID 652039;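 active = activation above the mean of all tested compounds plus 3 SD, computed per campaign excluding outliers beyond control limits, cut at about 13% in these data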
Target sequence (P49862 whole entry, looked up): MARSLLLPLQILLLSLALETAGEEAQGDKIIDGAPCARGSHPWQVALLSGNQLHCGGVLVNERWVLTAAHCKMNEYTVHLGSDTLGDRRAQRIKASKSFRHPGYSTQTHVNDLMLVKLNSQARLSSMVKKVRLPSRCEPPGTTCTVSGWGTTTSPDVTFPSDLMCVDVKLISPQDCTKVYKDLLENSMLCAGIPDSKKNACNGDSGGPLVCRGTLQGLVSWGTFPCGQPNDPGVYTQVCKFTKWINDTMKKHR
LEDGF integ inh – blocks HIV-1 LEDGF/p75-dependent DNA integration. TR-FRET IN-LEDGF/p75 DNA integration, Eu/Cy5. inhibition, % at 3.7 µM. 370,000 compounds, 0.64% hits;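 active = inhibition above the screen-wide mean plus 3 SD, cut at about 13% in these data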;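 note: signal is the Cy5 over europium emission ratio at 671 and 618 nm; 0% = plate median of compound wells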
Tn6 DDE FP – inhibitors of Tn6 peptide binding to human fibrin DD(E) | P02675 | 370,000 compounds, 0.21% hits | inhibition, % at 8.3 µM | Fibrin DD(E) TRITC-Tn6 fluorescence polarization displacement;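 active = inhibition above a per-campaign cutoff: mean of compounds within control limits plus 3 SD, cut at about 15% in these data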;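 note: 0% = median of all compound wells on the plate and 100% = blocking peptide control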
PLC-gamma1 inh – blocks human PLC-gamma1 enzyme activity; P19174; purified PLC-gamma1, fluorogenic substrate, fluorescence; inhibition, % at 12.2 µM; 370,000 compounds, 0.84% hits; AID 720700; in the data active = inhibition above about 9.5%
DDE Tn7 FP inh – DD(E)-Tn7 binding inhibition, primary FP screen; 370,000 compounds, 0.13% hits; FP displacement of FITC-Tn7 peptide from fibrin DD(E); 0% = median of compound wells per plate; inhibition, % at 8.3 µM; AID 720508; P02675;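 active = inhibition above the mean of compounds falling within the control limits plus 3 SD of them, cut at about 14% in these data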;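 note: 0% = plate median of compound wells and 100% = 10 µM Aha-Tn7 peptide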
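assay system = human clot-derived fibrin DD(E) complex | quantity = Fibrin-DD(E) at 2 µM final | timing = 10 min preincubation, 3 h with tracer, room temperature | signal = fluorescence polarization | measure = percent inhibition | benchmarks = high control wells with 10 µM unlabelled Aha-Tn7 peptide (full inhibition) | replicates = singlicate testing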
ARFGAP1 inhibitor – rat ARFGAP1 inhibition | Q62848 | Arfgap1-stimulated ARF1 GTP hydrolysis, GDP FP detection | inhibition, % at 16.5 µM | 360,000 compounds, 0.26% hits;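 active = inhibition above a per-plate limit, mean inhibition of low control wells plus 3 SD, cut at about 25% in these data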;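 note: 0% = DMSO wells with enzyme and 100% = wells lacking Arfgap1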
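System: truncated rat Arfgap1 GAP domain / Benchmarks: high control wells lacking Arfgap1, low control full reaction with DMSO / Times: compound-enzyme preincubation 20 min, reaction 120 min, detection 60 min, 25 °C / Repeats: one replicate per compound / Also added: human ARF1(Δ1-17)-GTP substrate / Measured by: Tracer-displacement fluorescence polarization with EDTA stop, 620/688 nm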
ADAM17 inh – inhibits human ADAM17; recombinant ADAM17, EDANS/DABCYL FRET peptide cleavage; inhibition, % at 6.95 µM; 370,000 compounds, 0.83% hits;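 active = inhibition above the mean of compounds lying between control limits plus 3 SD, set per campaign, cut at about 8.5% in these data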;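 note: 0% = DMSO-only wells as the low control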
TDP2 absorb – blocks human TDP2 phosphodiesterase activity | O95551 | recombinant TDP2, T5PNP hydrolysis, p-nitrophenol absorbance 415 nm | inhibition, % at 12.8 µM | 370,000 compounds, 0.34% hits | AID 720702;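 active = inhibition above the mean of all tested compounds plus 3 SD, set per campaign, cut at about 25% in these data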;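 note: 0% = DMSO with enzyme and 100% = buffer with substrate but no TDP2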
Target sequence (O95551 whole entry, looked up): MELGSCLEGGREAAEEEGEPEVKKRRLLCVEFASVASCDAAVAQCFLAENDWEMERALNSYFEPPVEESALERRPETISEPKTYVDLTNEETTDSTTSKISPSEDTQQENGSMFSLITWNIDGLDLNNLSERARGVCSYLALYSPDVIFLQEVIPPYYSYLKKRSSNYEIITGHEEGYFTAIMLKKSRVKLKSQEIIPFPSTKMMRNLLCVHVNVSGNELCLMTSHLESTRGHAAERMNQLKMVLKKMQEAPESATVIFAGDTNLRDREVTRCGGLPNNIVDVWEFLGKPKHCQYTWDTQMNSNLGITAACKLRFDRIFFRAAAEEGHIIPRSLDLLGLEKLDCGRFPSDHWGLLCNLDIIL
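Test system: Human TDP2 enzyme | Reagent: 5 mM T5PNP | Compound dosing: 12.8 µM single point, 1% DMSO | Incubation: Enzyme reaction with compound for 2 h at 37 °C | Technique: p-Nitrophenol epi absorbance | Read-out: % inhibition relative to enzyme-containing and enzyme-free wells | Benchmarks: High control without enzyme, low control DMSO plus TDP2 | Replicates: Singlicate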
Starred values were filed as active, the others as inactive; i = inactive; . = not tested or not shown.

canonical_smiles,ASAP1 GAP inh,ADAM10 inh,KLK7 zymogen act,LEDGF integ inh,Tn6 DDE FP,PLC-gamma1 inh,DDE Tn7 FP inh,ARFGAP1 inhibitor,ADAM17 inh,TDP2 absorb
CONC(=O)C1CCN(C(=O)OCc2ccccc2)CC1,11.6,8.4,0.0,-2.9,6.8,2.0,-0.6,-9.4,-1.6,8.4
CC(C)(C)NC(=O)C(c1ccco1)N(Cc1ccc2c(c1)OCO2)C(=O)Cn1nnc2ccccc21 (stereo not drawn),10.7,3.5,0.4,2.9,-0.3,3.5,-2.9,6.3,-1.2,-3.6
CSc1nc(C)cc(Oc2ccc(OCC(N)=O)nn2)n1,1.0,6.1,-0.4,0.6,1.2,-1.1,2.1,-5.0,-4.2,4.7
COc1cc(CN(C(=S)NCC(=O)NC2CCCC2)C2CCCC2)cc(OC)c1OC,5.3,-7.8,0.2,-0.4,-1.7,3.2,2.3,9.3,3.1,-4.1
O=C(O)C1CCCN1C(=O)OCC1c2ccccc2-c2ccccc21 (stereo not drawn),-12.3,0.2,0.7,5.5,-3.9,0.2,2.0,2.3,2.2,8.2
CCN1CNC(=S)N(C(C)c2ccccc2)C1 (stereo not drawn),-8.8,0.1,-0.6,0.4,-2.3,3.5,2.3,5.8,0.8,2.3
C=CCNC(=O)c1onc(CSc2ccc(F)cc2)c1C(=O)O,-1.2,6.0,-0.1,-3.7,-0.5,-2.0,1.1,-1.0,-1.8,11.9
O=C(CN1C(=O)NC2(CCc3ccccc3C2)C1=O)Nc1ccc(Cl)cc1F (stereo not drawn),2.2,8.8,-0.2,-5.1,-5.5,0.5,4.8,3.0,-2.3,-7.9
COc1ccc(N(Cc2cc3cc(OC)ccc3[nH]c2=O)C(=O)C2CCCO2)cc1 (stereo not drawn),-3.8,-211.2,0.3,0.0,3.8,-27.4,1.3,1.6,-70.4,-1.3
CC(C)C(NC(=O)c1ccc(C(C)(C)C)cc1)C(=O)Nc1ccc(N2CCOCC2)cc1 (stereo not drawn),10.3,-7.8,-0.1,-2.7,2.1,2.2,11.2,-1.9,-6.2,-1.9
COC(=O)[C@]1(CNC(=O)C(C)(C)C)CC(=O)N(Cc2ccc(Cl)cc2)[C@@H]1c1ccc(OC)cc1,.,7.8,0.5,5.2,-8.1,3.0,-4.0,.,2.8,-5.3
CC(=O)c1ccc(N2CCN(C(=O)C3CCN(C(=O)Nc4ccccc4)CC3)CC2)cc1,5.3,-14.9,-0.3,-2.0,4.5,-3.6,-5.3,3.7,0.0,3.8
CN1C(=O)C(C)(C)c2cc(S(=O)(=O)NCC3CCC(C(=O)NC4CCCCC4)CC3)ccc21 (stereo not drawn),-12.6,-1.0,0.0,0.3,-13.1,-0.2,13.7,-12.1,-1.5,1.1
CCOc1ccc(CC(=O)Nc2sc(Cc3ccccc3)c(C)c2C(N)=O)cc1OCC,-5.5,-1.4,-0.2,2.0,-1.6,-21.6,2.3,2.0,4.2,-1.3
CN1CC2=Cc3ccccc3OC23Oc2ccccc2C=C3C1,3.7,-0.1,-0.1,-0.8,12.5,-35.8,-2.1,-4.4,0.6,-1.6
CS(=O)(=O)N(CC(=O)NCc1ccccc1)C1CCCCC1,1.9,7.4,0.7,1.1,2.9,1.2,1.2,-1.5,-0.1,12.4
Nc1ccc2nc(-c3ccccc3)cnc2c1,4.9,-44.5,9.6,-4.5,-7.3,i,10.0,13.2,-13.3,-9.5
CCOc1ccc(NC(=O)CN(C)C(=O)/C=C/c2ccc(S(=O)(=O)N3CCCCCC3)cc2)cc1OCC,-7.1,-6.6,0.3,-2.1,-2.7,0.8,1.9,2.6,-7.7,0.1
O=c1[nH]cc(S(=O)(=O)N2CCN(c3ccccc3F)CC2)c(=O)[nH]1,0.0,-9.7,-0.3,0.7,5.7,1.2,0.8,9.7,-4.6,-3.8
Cc1cc2oc3c(c(=O)c2cc1C)C(c1ccc(C(C)C)cc1)N(CCCN1CCOCC1)C3=O (stereo not drawn),3.8,-11.3,0.4,-0.1,0.4,-13.9,-0.3,3.5,-0.1,-3.2
Cc1nnc(SCCCCSc2nnc(C)c(=O)[nH]2)[nH]c1=O,-3.4,-0.7,-0.2,0.8,-0.9,-2.0,0.6,-10.3,-3.7,6.1
COc1ccc(N2CCN(/C(=N\S(=O)(=O)c3ccccc3)Nc3nc(C)cc(C)n3)CC2)cc1,-2.6,5.8,0.0,0.6,6.7,1.6,0.8,15.1,-3.9,12.6
CCc1nnc(NC(=O)C2CCN(c3ncnc4sc(C)c(C)c34)CC2)s1,4.0,-1.7,0.2,1.5,12.4,-0.8,-3.3,4.5,-0.3,-9.0
Cn1c(=O)c2[nH]c(=O)cnc2n(C)c1=S,-3.0,-14.8,-0.1,-1.5,-6.0,-7.7,0.6,10.7,-3.2,3.5
COc1cc2c(cc1OC)C(C)N(C(=O)c1ccc(Br)o1)CC2 (stereo not drawn),2.4,-10.1,0.2,-1.3,8.1,-2.1,6.9,7.2,-2.1,-3.8
COc1ccccc1NC(=O)NC1CCCc2ccccc21 (stereo not drawn),6.2,8.0,0.2,1.0,1.3,0.0,1.2,8.6,0.7,-1.6
O=C(NC1CCN(C(=S)NCc2ccco2)CC1)NC12CC3CC(CC(C3)C1)C2,-8.2,-2.9,-0.3,0.4,1.2,-2.0,-5.8,-0.9,-2.1,8.7
COc1cccc(N/C(N)=N/c2nc(C(F)(F)F)cc(C(F)(F)F)n2)c1,1.2,-5.9,0.4,-0.7,4.3,-4.9,-5.6,0.5,-2.1,-1.0
Cc1ccc(S(=O)(=O)N2CCN(C(=O)CN3C(=O)NC4(CCOc5ccccc54)C3=O)CC2)cc1 (stereo not drawn),15.3,4.0,-0.5,-1.0,-5.5,2.4,-3.6,-8.2,-0.5,2.6
CC(C)CN(C(=O)C1CC1)c1c(N)n(Cc2ccccc2)c(=O)[nH]c1=O,-10.4,-10.4,-0.3,-4.1,-2.1,2.1,-1.5,-7.8,-4.3,-2.5
NS(=O)(=O)c1ccc(NS(=O)(=O)c2ccc3c(c2)OCCO3)cc1,-1.5,1.8,-0.3,-1.7,-0.8,2.7,1.2,-9.2,-4.0,-10.2
O=C(/C=C/c1ccccc1)NNc1ccc(Cl)cc1,2.3,2.5,-0.4,2.4,-9.5,-7.8,4.2,-3.7,-4.8,-3.9
COc1ccc(C)cc1NC(=O)CSc1nnc(-c2ccc(OC)c(OC)c2)n1N,3.6,5.3,-0.2,-1.8,-9.7,8.3,2.4,6.2,-1.7,-1.6
CC(C)Sc1nc(N)nc(-c2cccs2)c1C#N,11.9,-5.6,1.3,-2.3,-6.1,-31.6,-5.2,7.7,0.1,-4.6
Cc1oc(-c2ccc(Cl)cc2)nc1CN1CCCC(C(=O)N2CCOCC2)C1 (stereo not drawn),-11.5,-3.7,0.3,-0.8,0.2,-3.9,2.2,-6.4,-3.7,20.3
Cc1ccc(CC(=O)N/N=C/c2ccc3c(c2)OCO3)cc1,7.3,-1.4,-0.8,4.1,7.6,-1.1,2.2,-1.6,0.3,14.1
Oc1ccc(-c2nc(-c3ccc(O)c(O)c3)cs2)cc1,8.2,-12.5,-7.8,7.4,-0.4,-5.1,8.0,22.0,-7.0,-3.1
CCOc1ccc(/C=C/C(=O)Nc2ccccc2C(F)(F)F)cc1,-0.7,7.5,0.4,2.5,-0.4,-0.9,-3.0,17.9,5.2,-18.1
COc1ccc(C2(c3ccc(OC)cc3)NC(=O)N(CC(=O)Nc3cc(C)ccc3OC)C2=O)cc1,-2.2,22.1*,-0.2,0.1,-0.4,1.3,1.9,0.1,9.3*,-7.2
O=C(Nc1ccncc1)OCc1ccccc1,5.8,-1.1,-0.3,2.0,5.0,-1.4,2.3,-17.0,-3.1,5.8
O=C(NCCc1ccccc1)OCc1cn(Cc2ccccc2F)nn1,.,4.2,0.1,3.3,-2.0,1.7,-8.3,.,-0.1,-3.7
Cc1cc(C)n2c(SCCC(C)C)nnc2n1,-5.8,-11.6,-0.5,3.7,0.3,3.2,14.9*,5.0,-7.4,7.8
CSc1ncccc1C(=O)OCC(=O)NCc1ccccc1,2.6,-17.5,-0.1,0.7,1.5,-0.3,3.1,10.0,-2.4,0.5
Cc1noc(C)c1COC(=O)CCc1nc2ccccc2c(=O)[nH]1,4.6,-7.7,0.4,0.0,-6.7,-4.6,6.3,3.1,-6.4,-2.1
CCOc1ccc(NC(=O)c2sccc2-n2cccc2)cc1,11.2,-4.4,0.5,-2.3,0.4,-0.6,4.8,-2.7,0.1,-2.3

Quoted at random: 2 entries already listed
canonical_smiles,ASAP1 GAP inh,ADAM10 inh,KLK7 zymogen act,LEDGF integ inh,Tn6 DDE FP,PLC-gamma1 inh,DDE Tn7 FP inh,ARFGAP1 inhibitor,ADAM17 inh,TDP2 absorb
O=C(/C=C/c1ccccc1)NNc1ccc(Cl)cc1,2.3,2.5,-0.4,2.4,-9.5,-7.8,4.2,-3.7,-4.8,-3.9
O=C(NCCc1ccccc1)OCc1cn(Cc2ccccc2F)nn1,.,4.2,0.1,3.3,-2.0,1.7,-8.3,.,-0.1,-3.7

Going on with the list.
canonical_smiles,ASAP1 GAP inh,ADAM10 inh,KLK7 zymogen act,LEDGF integ inh,Tn6 DDE FP,PLC-gamma1 inh,DDE Tn7 FP inh,ARFGAP1 inhibitor,ADAM17 inh,TDP2 absorb
CCOC(=O)C1=C(COC(=O)COc2ccccc2C(C)C)NC(=O)NC1C (stereo not drawn),-17.7,-2.8,-0.2,-2.5,2.6,4.5,-2.0,-3.4,-5.7,7.9
CCN(CCO)Cc1csc2cccc(Br)c12,-7.1,1.6,0.9,-1.9,-2.2,-1.5,3.7,-4.2,0.4,10.0
c1ccc(Cc2c(C3CCCCC3)nc3c4ccccc4ccn23)cc1,5.3,-18.4,-0.7,-0.7,-4.7,-5.0,5.3,-7.4,-4.3,-1.2
O=c1cc(-c2ccccc2)nc(SCc2ccc(F)cc2)[nH]1,-3.2,0.6,0.0,0.0,-1.3,-3.3,1.6,-0.3,0.9,9.8
O=C1[C@@H]2Cc3c([nH]c4ccccc34)C(c3ccc([N+](=O)[O-])cc3)N2C(=O)CN1C1CC1 (stereo partly drawn),8.8,-1.7,-0.2,-5.9,-7.3,2.8,0.1,16.3,5.3,8.8
Cc1nonc1NC(=O)CSc1nnnn1-c1ccccc1,-8.0,2.2,0.3,3.3,-6.3,4.2,-4.5,18.1,0.2,-10.2
O=c1[nH]c2ccc(NC(=S)Nc3ccc(Cl)cc3Cl)cc2[nH]1,4.0,-1.8,0.6,-2.1,-1.7,-1.2,0.5,-4.9,-2.1,-2.9
